Compound activity: PubChem, several laboratories
NR2E3 ag-1 = human photoreceptor-specific nuclear receptor agonism | Q9Y5X4 | CHO-S Gal4-NCOR/VP16-NR2E3 two-hybrid, luciferase | inhibition of corepressor binding, % at 3.98 µM | 360,000 tested, 0.35% active | AID 602229;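 active means inhibition above the mean of all tested compounds plus 3 SD, cut at about 70% in these data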;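 further: 0% = DMSO with NR2E3 transfected cells and 100% = cells lacking NR2E3 construct; higher means lower luciferase signal from less NR2E3 corepressor binding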
Target sequence (Q9Y5X4 whole entry, looked up, the tested form may be a part): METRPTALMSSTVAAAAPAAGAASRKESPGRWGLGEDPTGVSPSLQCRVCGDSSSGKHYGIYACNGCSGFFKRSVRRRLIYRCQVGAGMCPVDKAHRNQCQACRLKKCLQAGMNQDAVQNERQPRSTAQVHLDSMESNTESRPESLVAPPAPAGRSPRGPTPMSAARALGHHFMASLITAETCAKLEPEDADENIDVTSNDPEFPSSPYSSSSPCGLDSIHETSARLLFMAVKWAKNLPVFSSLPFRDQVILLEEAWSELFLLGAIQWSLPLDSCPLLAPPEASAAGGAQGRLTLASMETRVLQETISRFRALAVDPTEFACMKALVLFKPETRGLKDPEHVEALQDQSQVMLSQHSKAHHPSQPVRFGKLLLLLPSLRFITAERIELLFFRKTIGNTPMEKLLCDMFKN
CF NFkB block = inhibitors of cystic fibrosis induced NF-kB. inhibition, % at 5 µM. KKLEB NF-kB-GFP reporter, PAF-induced, GFP fluorescence overnight. 360,000 tested, 0.86% active;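 active means at least 50% inhibition at 5 µM, scaled per plate between neutral and stimulator controls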;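 further: PAF is a Pseudomonas aeruginosa culture filtrate used as stimulus; plate controls were PAF-stimulated DMSO wells for no effect and unstimulated DMSO wells for full effect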
TRPM1 prom inh = reduces MITF-dependent TRPM1 promoter luciferase signal; AID 488899; SK-MEL-5 TRPM1 promoter luciferase, 24 h; inhibition, % at 12.5 µM; 330,000 tested, 0.83% active;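 active means mean inhibition across replicates of 60% or more, whatever share of single replicates reaches that level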; further: values of inactives mirror those of a sister screen read the other way
NR2E3 ag-2 = NR2E3 (human) agonism. Q9Y5X4. GST-NR2E3/biotin-RetCOR TR-FRET, 1536-well. inhibition of corepressor binding, % at 4.78 µM. 320,000 tested, 0.12% active. AID 2300;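 active means percent inhibition above the cutoff of mean plus 3 SD of all tested compounds, set per screening campaign, cut at about 20% in these data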;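 further: 0% = DMSO wells and 100% = biotin wells as full block of FRET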
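Material: NR2E3–RetCOR corepressor complex / Amount: 1.35 nM GST-NR2E3 / Medium: Tris pH 7.5 / Compound: single nominal compound dose of 4.8 µM / Incubation: 5 h at 4 °C / Technique: TR-FRET, Eu(K)-anti-GST donor, streptavidin-D2 acceptor, ex 340, em 617/671 nm / Read-out basis: percent loss of FRET ratio relative to control wells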
KKLEB cytotox = reduces viability of KKLEB cystic fibrosis airway cells | 360,000 tested, 0.36% active | AID 602141 | KKLEB CF airway cells viability, ATPlite luminescence, overnight; stronger effect = lower value; cells stimulated with P. aeruginosa culture filtrate | activity change (cytotoxicity), % at 5 µM;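 active means corrected activity change at or below -50% at 5 µM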
Shn3 inh set2 = inhibitors of Schnurri-3 3'UTR reporter in osteoblasts; Clone20 osteoblast Shn3 3'UTR firefly luciferase, 24 h; AID 588674; inhibition, % at 12.5 µM; 360,000 tested, 0.52% active;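 active means mean inhibition of at least 75% with every replicate also reaching 75%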;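 further: 0% = median of neutral control wells and 100% = pilot-screen positive control compound; some compounds past the cut are filed as inactive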
C8 TRAIL sens = caspase-8 TRAIL sensitization. inhibition (viability loss, TRAIL sensitization), % at 10 µM. 360,000 tested, 1% active. NB7+C8 cells + TRAIL, ATPlite viability luminescence. AID 624354;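 active means compounds causing at least 50% loss of cell viability in the single-dose screen, relative to plate controls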
hiPSC survival = enhancers of human iPSC single-cell survival; 360,000 tested, 0.044% active; survival enhancement, % at 20 µM; hiPSC single-cell survival, ATPlite luminescence; 100% = ROCK inhibitor wells, 0% = DMSO; in the data active means survival enhancement above about 18%;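 further: cells exposed to compounds for 16 hours before the ATP read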
EBV LMP1 NFkB = Epstein-Barr LMP1 NF-kappaB reporter inhibition. LMP1-induced NF-kappaB luciferase reporter cells, luminescence. 350,000 tested, 0.69% active. inhibition, % at 12.5 µM; in the data active means inhibition above about 41%;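 further: 0% = neutral control wells and 100% = reference inhibitor control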
HIF-2a inh = HIF-2a inhibition. 786-0 RCC cells HIF-2a reporter, luciferase luminescence, overnight. inhibition, % at 18.8 µM. 360,000 tested, 0.72% active;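 active means inhibition of the luminescence signal of 40% or more relative to plate controls, in a single-dose primary screen at 18.75 µM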
Peg3 promoter = Peg3 promoter activity inhibition; HeLa PEG-Prom luciferase reporter, luminescence, overnight; inhibition, % at 20 µM; 360,000 tested, 1.7% active; AID 588405;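 active means inhibition of at least 50% at 20 µM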
Starred values were filed as active, the others as inactive; · = no result given. These rows are one share of the data; the hit share may differ from the screen's.

compound	NR2E3 ag-1	CF NFkB block	TRPM1 prom inh	NR2E3 ag-2	KKLEB cytotox	Shn3 inh set2	C8 TRAIL sens	hiPSC survival	EBV LMP1 NFkB	HIF-2a inh	Peg3 promoter
COc1ccc(C(C(=O)NC(C)(C)C)N(Cc2ccc(C)cc2)C(=O)CCC(=O)Nc2cc(C)on2)cc1 (stereo not given)	-29	20	6	0	-8	1	-2	-0.3	-23	11	1
CCCCCCCC(O)CC(CC1CCCCC1)C(=O)NN (stereo not given)	-3	11	8	2	-2	-5	1	-2.5	4	2	5
O=C(c1cc2ccccc2oc1=O)N(c1ccccc1)C1C=CS(=O)(=O)C1 (stereo not given)	5	-11	-3	-3	7	7	14	0.9	-8	24	14
O=C1c2ccccc2C(=O)N1C1C=CC=CC=C1	-33	-8	·	·	-6	-17	-2	-0.1	-9	13	-6
CC1S/C(=N/N=C/c2cccc([N+](=O)[O-])c2)NC1=O (stereo not given)	-14	-12	6	7	6	-26	-11	0.2	2	-5	6
CCNS(=O)(=O)c1ccc(NC(=O)c2cncc(Br)c2)cc1	-12	19	11	1	-9	6	-4	0.0	-2	10	7
COc1ccc(CCN=C(N)NS(=O)(=O)c2ccc(C)c(C)c2)cc1	-4	-12	-9	-3	12	7	-4	1.1	6	3	15
C(=N\Nc1nc2ccccc2s1)/c1ccc2c(c1)OCO2	-167	-9	-22	0	-10	-74	37	-2.8	-33	-144	-220
O=C(NC1CC2CCCC(C1)N2Cc1ccc(F)cc1)c1ccc(F)cc1 (stereo not given)	26	5	6	0	-6	-4	7	-0.3	3	14	8
Cc1ccc(C)c(OC(=O)c2ccncc2)c1	-28	3	-1	-3	-3	-6	-8	1.4	1	7	9
CCC(Oc1ccccc1)C(=O)NCc1cccnc1 (stereo not given)	-7	6	-2	1	-18	13	7	-1.3	17	9	4
O=C(CCCN1C(=O)c2cccc3cccc(c23)C1=O)Nc1nccs1	11	-7	-18	-2	2	6	15	-0.4	-11	3	-15
Cc1cccc(C2(c3cccc(C)c3)OC(=O)c3ccccc32)c1	11	12	-1	1	-2	-12	15	-0.5	5	20	35
O=C(O)CC(NC(=S)NCc1ccccc1)C(=O)O (stereo not given)	0	14	-11	4	-9	-4	-1	-1.1	6	0	23
Cc1cccc(N(C(=O)c2cnc3n(c2=O)CCS3)C2CCCCC2)c1	10	-4	17	-2	-1	21	2	0.7	7	13	15
Cn1c(N)c(C(=O)COC(=O)CC(NC(=O)c2ccccc2Cl)c2ccccc2)c(=O)n(C)c1=O (stereo not given)	3	4	-2	7	-3	1	1	-0.5	1	14	3
CC(=O)Nc1nc(CC(C)C)cc(-c2ccccc2)c1C#N	2	23	-7	-5	5	12	14	1.1	0	17	24
COc1ccc(CSc2nncn2N)cc1[N+](=O)[O-]	6	13	-4	1	-3	-8	-8	-0.2	4	-6	-4
Cc1ccc(S(=O)(=O)N[C@@H](CO)C(=O)N[C@@H](Cc2ccc(O)cc2)C(=O)O)cc1	-17	-10	5	-2	-4	-7	8	-0.2	4	13	0
CCOC(=O)c1cnc(-n2nc(C)cc2C)nc1Nc1ccc(N(C)C)cc1	64	12	40	0	-22	67	-1	0.8	12	-5	33
O=C(O)c1c2c(nc3ccc(S(=O)(=O)N4CCC(C(=O)NCc5ccccc5)CC4)cc13)CCCC2	-11	-12	·	·	9	7	-2	0.3	-2	-1	-3
CN1c2ccsc2C(=O)/C(=C\Nc2cccc(C(F)(F)F)c2)S1(=O)=O	-30	11	·	-3	-11	-26	12	0.8	·	4	-4
O=S(=O)(c1ccc2nnn(OCc3ccccc3)c2c1)N1CCOCC1	10	24	3	-1	-8	-8	1	-0.4	-18	4	13
COc1ccc(S(=O)(=O)Nc2ccc(F)cc2F)cc1C(=O)N1CCOCC1	12	1	·	1	-10	11	-17	-0.4	3	4	3
CCOc1ccc(S(=O)(=O)n2ccnc2)c2ccccc12	17	9	·	3	-11	-21	-9	-2.3	-1	9	-2
Cc1cccc(NC(=O)CN(C)S(=O)(=O)c2ccc(Cl)cc2)n1	-18	4	-8	-3	3	9	-8	1.3	0	4	12
COC(=O)c1ccc2nc(-c3cccc(Cl)c3)c(Cc3ccccc3OC)n2c1	-20	-28	·	·	4	-6	30	-1.2	·	-134	-59
C=CCNC(=S)NNC(=O)c1ccc(OCC)cc1	-17	8	-7	-4	-1	5	-4	-0.1	-2	-7	-13
CC(C)(Nc1ccccc1)C(=O)c1ccccc1	-18	12	-6	-2	4	-19	-4	2.1	0	12	15
CCN(CC)S(=O)(=O)c1csc(C(=O)NC2CCCCC2)c1	-1	-3	-2	2	4	6	-4	4.2	-2	-24	9
COc1ccccc1NC(=O)c1ccc(NC(=O)c2ccc(=O)[nH]c2)cc1	14	-2	2	2	-3	3	-6	-0.6	3	-5	9
CC1(C)C=C2C(=NN(c3ccccc3)C(N)=C2C#N)CO1	4	4	5	-1	-5	-13	0	-0.5	-3	29	7
CN(C)c1cccc(C(=O)NC2CCCc3ccccc32)c1 (stereo not given)	13	5	-9	0	-6	8	13	-0.4	-5	-39	-11
Fc1ccc(-c2ccc3c(c2)C2CC3CCN2Cc2ccc3c(c2)OCO3)cc1 (stereo not given)	-8	-22	-10	·	5	-12	9	-0.6	9	-15	-19
O=C(NCc1ccco1)C1CCN(Cc2ccc(F)cc2)CC1	-30	-14	-1	-1	-2	-14	-1	0.3	-11	14	23
CCOC(=O)c1c(NC(=O)CSc2nc3ccc(OC)cc3[nH]2)sc2c1CC(C)(C)NC2(C)C	4	7	-16	0	-6	-15	15	-0.6	-3	9	91*
NC(=O)C1CCN(c2ccnc3cc(Cl)ccc23)CC1	-11	-1	-4	6	4	-7	-8	-1.8	12	15	-2
CCCOc1ccc(C2C(C#N)=C(N)Oc3nc[nH]c(=O)c32)cc1OC (stereo not given)	9	-14	-3	-1	-6	7	-4	-0.5	-5	4	11
CCOC(=O)c1ccc(NC(=O)NC2CCN(CC(=O)NCc3ccc4c(c3)OCO4)CC2)cc1	-10	7	-4	0	12	12	1	-0.5	1	10	1
Cc1ccnc2c(N3C(=O)C4C5c6ccccc6C(c6ccccc65)C4C3=O)cccc12 (stereo not given)	-17	10	12	4	-14	4	10	-2.4	6	28	24

Overlap with the part before: five entries, followed by the next part.
compound	NR2E3 ag-1	CF NFkB block	TRPM1 prom inh	NR2E3 ag-2	KKLEB cytotox	Shn3 inh set2	C8 TRAIL sens	hiPSC survival	EBV LMP1 NFkB	HIF-2a inh	Peg3 promoter
CCOC(=O)c1c(NC(=O)CSc2nc3ccc(OC)cc3[nH]2)sc2c1CC(C)(C)NC2(C)C	4	7	-16	0	-6	-15	15	-0.6	-3	9	91*
NC(=O)C1CCN(c2ccnc3cc(Cl)ccc23)CC1	-11	-1	-4	6	4	-7	-8	-1.8	12	15	-2
CCCOc1ccc(C2C(C#N)=C(N)Oc3nc[nH]c(=O)c32)cc1OC (stereo not given)	9	-14	-3	-1	-6	7	-4	-0.5	-5	4	11
CCOC(=O)c1ccc(NC(=O)NC2CCN(CC(=O)NCc3ccc4c(c3)OCO4)CC2)cc1	-10	7	-4	0	12	12	1	-0.5	1	10	1
Cc1ccnc2c(N3C(=O)C4C5c6ccccc6C(c6ccccc65)C4C3=O)cccc12 (stereo not given)	-17	10	12	4	-14	4	10	-2.4	6	28	24
O=S(=O)(NCC1CCCO1)c1cc(Cl)ccc1Cl (stereo not given)	-13	-11	-28	-1	10	1	-3	0.1	0	15	-4
FC(F)(F)COc1nc(N2CCOCC2)nc(N(c2ccccc2)c2ccccc2)n1	-36	-6	-4	0	3	6	7	-1.0	-2	9	34
O=C(Nc1ccccc1)c1cc(S(=O)(=O)NCc2ccncc2)ccc1Cl	46	12	28	-1	-1	30	18	-0.3	8	15	24
COc1cccc(C(=O)c2c[nH]c(C(=O)NCc3ccco3)c2)c1	-16	20	-4	0	-2	-3	-7	-2.3	13	-54	-54
Cc1ccc(Oc2ccc(Cl)cc2NC(=O)c2cnccn2)cc1	2	6	-1	2	-2	6	-7	7.9	7	9	9

Rewritten with values under each structure: 2 of the compounds above
Second line of a record: NR2E3 ag-1, CF NFkB block, TRPM1 prom inh, NR2E3 ag-2, KKLEB cytotox, Shn3 inh set2, C8 TRAIL sens, hiPSC survival, EBV LMP1 NFkB, HIF-2a inh, Peg3 promoter
- COc1cccc(C(=O)c2c[nH]c(C(=O)NCc3ccco3)c2)c1
→ -16, 20, -4, 0, -2, -3, -7, -2.3, 13, -54, -54
- Cc1ccc(Oc2ccc(Cl)cc2NC(=O)c2cnccn2)cc1
→ 2, 6, -1, 2, -2, 6, -7, 7.9, 7, 9, 9
